PG9 binder – binds the HIV-1 gp120 antibody PG9. TR-FRET gp120-PG9 antibody binding. inhibition, % at 6.7 µM. actives 0.43% (n = 360,000). AID 624416; in the data active means inhibition above about 8.5%
rCAG RNA binder – binds r(CAG) RNA repeats; r(CAG) RNA repeat, TO-PRO-1 dye displacement fluorescence; inhibition, % at 3 µM; actives 1.3% (n = 370,000); AID 651821;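 active means inhibition above the plate cutoff, the mean of all test compounds on that plate plus 3 SD, cut at about 35% in these data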;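 further: 0% = DMSO alone and 100% = 100 µM mitoxantrone as full dye displacement; higher means more dye released from RNA so lower well fluorescence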
PRMT1 inh – blocks human protein arginine methyltransferase 1. AID 652257. Q99873. inhibition, % at 2.79 µM. actives 1.3% (n = 370,000). recombinant PRMT1, activity-based probe fluorescence polarization;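 active means inhibition above about 21% made by adding two undisclosed values, limit read from the data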
Target sequence (Q99873 whole entry, looked up): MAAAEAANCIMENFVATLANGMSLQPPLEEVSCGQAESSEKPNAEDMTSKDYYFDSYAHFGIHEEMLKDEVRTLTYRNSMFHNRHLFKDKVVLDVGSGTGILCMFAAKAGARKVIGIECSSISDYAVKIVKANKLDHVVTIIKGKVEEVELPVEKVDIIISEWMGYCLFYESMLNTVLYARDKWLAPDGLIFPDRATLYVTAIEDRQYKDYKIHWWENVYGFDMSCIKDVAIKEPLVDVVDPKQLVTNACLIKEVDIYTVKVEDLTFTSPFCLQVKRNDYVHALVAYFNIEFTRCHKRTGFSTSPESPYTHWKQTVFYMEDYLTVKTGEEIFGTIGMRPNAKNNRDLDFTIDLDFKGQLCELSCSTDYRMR
TCR-CD3 inh – blocks the human TCR-CD3 interaction; AID 651800; actives 0.37% (n = 360,000); TAMRA-labeled TCR probe fluorescence, biochemical; inhibition, % at 9.4 µM; in the data active means inhibition above about 19%;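 further: recombinant mutant TCR 2C K166C tagged with TAMRA read by polarization; 0% = receptor in buffer alone and 100% = receptor with positive control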
HTRA1 inhibitor – HTRA1 (human) protease inhibition; Q92743; recombinant HTRA1, FP-rhodamine activity-based probe, fluorescence polarization; inhibition, % at 5.96 µM; actives 0.5% (n = 340,000); AID 504803; in the data active means inhibition above about 36%;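 further: 0% = enzyme with DMSO and 100% = wells lacking enzyme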
mABHD4 FP – inhibits mouse alpha/beta hydrolase domain 4; Q8VD66; purified mABHD4, FP-Rh probe fluorescence polarization; inhibition, % at 8.92 µM; actives 0.54% (n = 370,000); AID 720543;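 active means inhibition exceeding the mean over every tested compound plus 3 SD, cut at about 30% in these data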;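 further: 0% = plate median of compound wells and 100% = S159A mutant with DMSO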
Target sequence (Q8VD66 whole entry, looked up, the tested form may be a part): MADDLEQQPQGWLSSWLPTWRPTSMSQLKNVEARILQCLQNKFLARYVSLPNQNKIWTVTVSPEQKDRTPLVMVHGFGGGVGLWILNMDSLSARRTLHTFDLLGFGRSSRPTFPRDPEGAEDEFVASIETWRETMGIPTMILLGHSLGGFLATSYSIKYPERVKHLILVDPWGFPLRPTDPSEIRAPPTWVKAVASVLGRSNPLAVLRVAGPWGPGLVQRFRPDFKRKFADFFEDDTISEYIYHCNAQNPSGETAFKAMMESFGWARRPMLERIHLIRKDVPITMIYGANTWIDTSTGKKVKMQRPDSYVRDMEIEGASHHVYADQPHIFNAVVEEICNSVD
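assay system = mABHD4 protein | compound dosing = single nominal dose of 8.92 µM, 0.89% DMSO final | read-out basis = percent inhibition of probe binding, normalized to plate controls | schedule = Enzyme–compound pre-incubation 45 min, then probe 60 min, both 25 °C | detection = fluorescence polarization, excitation 525 nm, emission 598 nm, BODIPY TMR filters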
UHRF1 binding – human UHRF1 methylated DNA binding inhibitors; inhibition, % at 4.4 µM; Q96T88; UHRF1 binding to methylated oligo, TR-FRET; actives 0.75% (n = 370,000); AID 687016; in the data active means inhibition above about 21%;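 further: UHRF1 SRA domain binding a hemimethylated CpG hairpin DNA probe; 0% = median of test compound wells and 100% = reference inhibitor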
NR1D1 modulator – Rev-erb alpha (human) modulation; P20393; activity, % at 10 µM; actives 0.79% (n = 370,000); Rev-erbα–FITC-DNA binding, fluorescence polarization, 90 min;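 active means activity above about 14%, limit read from the data; passing the limit was not always enough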;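 further: 0% = DMSO wells with 35 nM protein and 100% = DMSO wells with 750 nM protein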
MBD2 inh – blocks human MBD2 binding to methylated DNA; Q9UBB5; TR-FRET, MBD2 binding to methylated oligonucleotide; inhibition, % at 4.4 µM; actives 0.31% (n = 370,000); AID 686964; in the data active means inhibition above about 13%
LEDGF integ inh – blocks HIV-1 LEDGF/p75-dependent DNA integration; AID 743269; TR-FRET IN-LEDGF/p75 DNA integration, Eu/Cy5; actives 0.64% (n = 370,000); inhibition, % at 3.7 µM;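 active means inhibition above the screen-wide mean plus 3 SD, cut at about 13% in these data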;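 further: signal is the Cy5 over europium emission ratio at 671 and 618 nm; 0% = plate median of compound wells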
Numbers without * were called inactive; nt = not tested or not shown.

SMILES	PG9 binder	rCAG RNA binder	PRMT1 inh	TCR-CD3 inh	HTRA1 inhibitor	mABHD4 FP	UHRF1 binding	NR1D1 modulator	MBD2 inh	LEDGF integ inh
c1cc2nnnn2nc1N1CCCCC1	-0.6	0	-3	2	-2	0	1	-1	2	0
COc1ccc(C(=O)/C=C/c2ccc(O)cc2)c(O)c1CC=C(C)C	-1.8	53*	0	3	-38	-39	-1	1	-6	1
Cc1c(CN2CCCC(C(=O)Nc3cccc(-n4cccn4)c3)C2)cnn1C (stereo not drawn)	-1.9	-4	0	5	0	0	-2	-7	-2	1
CCN1CCN(Cc2c(O)ccc3c2O/C(=C\c2ccccc2)C3=O)CC1	-5.9	-15	14	6	7	1	-19	6	-4	1
CC(C)(C)OC(=O)N1CCC[C@H]1c1nnc(SCc2ccccc2Cl)o1	-2.6	-11	3	-11	1	0	20	-2	1	2
c1ccc(-c2nc3ccccc3nc2-c2ccc(CN3CCC(c4nc5ccccc5[nH]4)CC3)cc2)cc1	-1.1	9	2	1	nt	8	-2	1	0	-2
Nc1ccc(C(=O)OCC(=O)Nc2ccc([N+](=O)[O-])cc2C(F)(F)F)cc1	-1.5	5	-4	-1	-2	-8	-1	-4	1	4
O=C(O)c1ccn2c(C(=O)c3ccc(Cl)cc3)c(-c3ccccc3)cc2c1	0.1	68*	0	7	-22	-14	-1	0	3	-2
COc1ccc(-c2c(-c3ccc(OC)c(C)c3O)n[nH]c2C)cc1	-1.8	4	2	-3	8	-18	-1	8	3	-8
COc1ccccc1OCC(=O)NCCSCc1ccccc1Cl	0.2	-5	2	5	-9	2	25*	0	5	2
Cc1nc(-c2ccc(NC(=O)/C=C\C(=O)O)cc2)cs1	-1.8	1	1	5	5	0	2	5	-3	-3
CC(=O)N1CCN(C(=O)c2cc(-c3cccc4ccccc34)nc3ccccc23)CC1	-0.9	-1	-3	-4	-2	-2	-1	-2	-1	-3
c1cc(-c2cc3cc(N4CCOCC4)ccc3o2)cs1	-2.0	4	-2	-3	8	0	-1	0	2	1
O=C(/C=C/c1ccccc1)N1CCC(N2CCC(C(=O)N3CCOCC3)CC2)CC1	0.4	-5	0	-2	9	-1	0	1	7	-4
Cc1nc2cc(S(=O)(=O)N3CCC(C(=O)O)CC3)ccc2n1C1CCCC1	-0.5	4	-3	7	0	11	1	-7	-4	-1
Cc1ccc(NC(=O)C2CCCC2)cc1S(=O)(=O)N1CCOCC1	1.5	-1	4	-6	-2	-1	7	0	6	2
O=C(NCCNc1cc(Cl)ccc1[N+](=O)[O-])c1ccco1	0.8	1	1	4	1	-9	-16	-1	-10	-3
CCC(=O)Nc1ccc(-c2nnc(SCC(=O)NCC3CCCO3)n2C)cc1 (stereo not drawn)	0.4	-2	5	-10	1	3	7	-2	8	-4
CCOc1cc(/C=N/NC(=O)OC)ccc1OCCSc1ccc(Cl)cc1	1.8	1	5	-3	-9	-13	6	2	6	5
Cc1ccc(C)c(OCC(=O)Nc2ccccc2N2CCCC2)c1	2.0	-6	2	2	10	0	1	-3	3	-2
CN(Cc1ccccc1)Cc1nc2c([nH]1)c(=O)[nH]c(=O)n2C	-2.0	-3	-1	4	3	-1	-1	2	-6	1
CC1CN(CCCCSc2ccc(Cl)cc2)CC(C)O1 (stereo not drawn)	0.8	-5	-1	-3	2	9	4	2	-4	2
O=C1OC(c2ccccc2)(N(Nc2ccccc2)c2ccccc2)c2ccccc21 (stereo not drawn)	-1.9	3	-3	-1	-36	-7	-1	4	-4	0
CCOC(=O)CN1C(=O)C2Cc3ccccc3CN2C1=S (stereo not drawn)	-0.2	0	0	6	0	2	-2	-1	-3	2
CCC(C)NC(=O)Nc1ccc(F)c(Cl)c1 (stereo not drawn)	1.3	2	-1	2	-2	-4	1	-6	0	-3
CC1(C)CC(=O)C2=C(C1)N(CCN1CCOCC1)C1=C(C(=O)CC(C)(C)C1)C2c1ccc(Cl)cc1	-0.1	-5	0	-2	3	2	4	6	3	-9
Cc1ccc(S(=O)(=O)N2CCN(C(=O)c3ccccn3)CC2)c(C)c1	-2.5	-2	-5	-1	5	-5	-1	2	-2	-1
CC(CCc1ccccc1)NC(=O)CNc1cccc([N+](=O)[O-])c1 (stereo not drawn)	-1.2	-3	4	-10	-3	-4	-1	5	4	-5
CC(C)C(=O)Nc1ccc(NC(=O)c2cccc3c(Br)cccc23)cc1	0.5	-2	-3	7	2	4	2	-1	-3	3
CCN(Cc1ccccc1)S(=O)(=O)c1ccc(OC)cc1	0.2	-4	-4	-8	-6	5	1	-4	0	-5
Cc1ccc(NC(=O)NC2CCCCCCC2)c(C)c1	-1.8	0	-4	-6	5	-1	-1	-8	2	1
COC(=O)c1ccc(NCc2cc(O)ccc2O)cc1	-2.2	4	28*	7	7	18	-1	-2	-2	-1
Cc1c(C#N)c(O)n(CCO)c(=O)c1N=Nc1ccccc1	-2.8	-1	-3	-4	5	-1	-10	6	-8	-1
Cc1ccc(NC(=O)N2CCC(c3nc4c(nnn4Cc4cccc(Cl)c4)c(=O)[nH]3)CC2)cc1	3.7	12	0	2	-39	-5	-1	-3	6	3
CNC(=O)N(O)C1N(/N=C/c2c(F)cccc2Cl)C(=S)SC1(C)C (stereo not drawn)	0.3	-1	2	-10	-1	-7	6	4	-3	2
c1ccc2c(c1)CNc1ccccc1C2	1.1	3	2	-1	3	5	-1	3	4	1
COc1ccccc1/C=C/C(=O)Nc1ccc2c(c1)CCC2	-1.0	1	1	-2	-50	-38	-2	-7	-5	1
COc1ccc(OC)c(C2=NS(=O)(=O)N(C)C(C(=O)NCc3ccco3)=C2)c1	-3.1	0	-5	7	3	-4	1	0	1	-1
CN(C)c1ccc(C2NCC(CCl)O2)cc1 (stereo not drawn)	-1.0	2	2	3	2	-4	7	-5	-1	-1
CCOc1ccc2oc(C(=O)N(C)CCc3ccc(OC)c(OC)c3)c(C)c2c1	0.2	3	3	-6	10	2	0	3	2	-4

Overlap with the part before: three compounds; new compounds follow.
SMILES	PG9 binder	rCAG RNA binder	PRMT1 inh	TCR-CD3 inh	HTRA1 inhibitor	mABHD4 FP	UHRF1 binding	NR1D1 modulator	MBD2 inh	LEDGF integ inh
COc1ccc(OC)c(C2=NS(=O)(=O)N(C)C(C(=O)NCc3ccco3)=C2)c1	-3.1	0	-5	7	3	-4	1	0	1	-1
CN(C)c1ccc(C2NCC(CCl)O2)cc1 (stereo not drawn)	-1.0	2	2	3	2	-4	7	-5	-1	-1
CCOc1ccc2oc(C(=O)N(C)CCc3ccc(OC)c(OC)c3)c(C)c2c1	0.2	3	3	-6	10	2	0	3	2	-4
COc1cccc2sc3ccc(C#CC4(O)CCCCC4)cc3c(=O)c12	1.0	5	1	7	-102	-38	-2	0	0	1
CCN(CC)S(=O)(=O)c1ccc(Nc2nc3ccccc3n3nnnc23)cc1	-1.5	8	-1	-3	9	6	-3	1	1	1
CCOC(=O)Nc1ccc2c(COC(=O)CNS(=O)(=O)c3cccc(Br)c3)cc(=O)oc2c1	39*	9	3	-11	-19	-10	8	76*	2	3
COC(=O)C1=CN(C)C=C(C(=O)OC)C1c1ccccc1Cl	0.5	0	-1	-2	-2	6	2	-1	-2	-4
CCCC1(CCC)NC(=O)N(CC(=O)Nc2ccc3c(c2)OCCO3)C1=O	-0.3	3	-1	4	4	8	-1	-2	1	3
N#CC1=C(SCC(=O)NC2CCCCC2)NC(=O)CC1c1ccco1 (stereo not drawn)	-1.6	-5	6	-1	1	-6	1	-2	0	1
CN(C(=O)CSc1nnc(-c2n[nH]c3ccccc23)o1)c1ccccc1	-2.3	3	7	-8	-14	-26	1	0	6	0
CN(Cc1ccccc1)S(=O)(=O)c1ccc(OCC(=O)N2CCC(C(N)=O)CC2)cc1	-0.3	-3	1	-5	1	2	-2	7	0	1
CC(C)NS(=O)(=O)c1ccc(NC(=S)NC(=O)c2cccc([N+](=O)[O-])c2)cc1	-1.0	1	0	-2	-10	-3	2	-4	-4	-1
Cc1ccc(NC(=O)CC2C(=O)N(Cc3ccccc3)C(=S)N2NC(=O)c2ccccc2)c(C)c1 (stereo not drawn)	0.4	7	-3	-1	-13	-12	0	3	2	-1
CCCCCC1C(=O)CCC1CC(=O)OC (stereo not drawn)	-0.8	0	4	-4	3	-3	2	4	2	0
Cc1ccccc1NC(=O)CC1SCCNC1=O (stereo not drawn)	-0.2	4	22*	-5	1	-4	-1	-5	0	1
O=C(c1ccc(N2C(=O)CCC2=O)cc1)N1CCN(c2ccccc2)CC1	1.3	4	7	-1	5	-9	1	0	7	2
CC(=O)N1N=C(c2ccccc2)OC12CCCC2	-3.7	2	-2	6	9	0	-1	-2	0	-4
Cc1ccc(CNC(=O)c2ccccc2NC(=O)CSc2nnnn2C)cc1	-0.5	0	-1	-1	-6	-5	-3	2	1	0
Cc1cccc(C)c1NC(=O)c1cccc(COc2cc(Cl)ccc2Cl)c1	-1.7	0	-2	-7	-1	-1	1	-5	0	-4
O=C(Nc1cccc2ccccc12)c1[nH]c(-c2ccccc2)c2c1C(=O)N(C1CC1)C2=O	-1.5	5	-3	1	nt	1	-2	-3	-3	-6
O=c1[nH]c(S)c(/C=C2\C=Nc3ccccc32)s1	-9.8	11	48*	-8	nt	30*	-26	8	-11	10
Oc1ccccc1-c1nc(NCc2ccco2)c2ccccc2n1	1.6	27	2	-7	-28	-3	-3	0	1	-5
COc1cc(/C=C/c2ccc3cccc(O)c3n2)c(Br)cc1O	-0.7	48*	2	-5	28	30*	-2	0	-8	0
C=CCn1c(SCC(=O)N2CCN(C(=O)c3ccco3)CC2)nc2sc(CC)cc2c1=O	1.1	1	4	-3	2	-4	1	2	7	2
COc1cc(C(=O)NCC(=O)NCCSc2ccc(Br)cc2)cc(OC)c1OC	1.8	-5	-3	2	-3	1	1	-2	-2	-5
CSc1ccc(S(=O)(=O)NCC(=O)OCC(=O)N(C)CC(=O)Nc2ccc(F)cc2)cc1[N+](=O)[O-]	2.0	13	5	-2	-3	-11	4	-2	8	4
CCN(CC)C(=O)c1[nH]cnc1C(=O)NC1CCN(C(=O)OC(C)(C)C)CC1	-0.8	-3	-3	5	-8	4	-3	-4	2	-2
CCOc1ccc(N(C)S(=O)(=O)c2ccc3[nH]cc(C(=O)NCC4CCCO4)c(=O)c3c2)cc1 (stereo not drawn)	0.6	11	2	-6	-9	-4	7	2	-3	-1
CN(CC(O)COc1ccc(S(=O)(=O)N2CCOCC2)cc1)C1CCCCC1 (stereo not drawn)	-0.5	-5	-2	12	-2	-5	-2	0	-3	2
CCCC(=O)Nc1cccc(NC(=O)c2cccc([N+](=O)[O-])c2C)c1	0.0	0	-3	6	3	4	0	0	0	-4
N#Cc1ccc(CSc2nnc(NC(=O)C3CCCO3)s2)cc1 (stereo not drawn)	-0.3	-3	-3	4	13	-1	24*	-2	17*	3
S=C(NCC1CCCO1)N1CCN(c2cccc(Cl)c2)CC1 (stereo not drawn)	0.9	-5	3	5	-14	-7	1	1	2	-2

Whole records from above. Order of values: PG9 binder	rCAG RNA binder	PRMT1 inh	TCR-CD3 inh	HTRA1 inhibitor	mABHD4 FP	UHRF1 binding	NR1D1 modulator	MBD2 inh	LEDGF integ inh
CCCC(=O)Nc1cccc(NC(=O)c2cccc([N+](=O)[O-])c2C)c1 is listed as 0.0	0	-3	6	3	4	0	0	0	-4
N#Cc1ccc(CSc2nnc(NC(=O)C3CCCO3)s2)cc1 (stereo not drawn) is listed as -0.3	-3	-3	4	13	-1	24*	-2	17*	3

High-throughput results (PubChem)

The list is partial; count on the stated rates, not on these rows.
